Source: PubChem BioAssay
PNC assembly inh: inhibitors of perinucleolar compartment assembly; activity change (PNC), negative = inhibition, % at 10 µM; 140,000 compounds, 3.1% hits; PC3M PTB-GFP, PNC prevalence imaging, 16 h; hits give low values;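 active = readout at or below -70, meaning at least 70% loss of cells showing the perinucleolar compartment, a nuclear body marking cancer cells; inconclusive = readout between -30 and a set limit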;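 note: plate controls were DMSO wells for no effect and camptothecin positive control wells for full effect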
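PC3M cells stably expressing PTB-GFP, 750–1000 cells/well, treated 16 h at 37 °C with compound (23 nl of library stock), in duplicate. After paraformaldehyde fixation and Hoechst stain, imaged at 20x; PNC prevalence scored by image analysis.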
IMPase inh: IMPase inhibition in cells. CHO-M1 cells, IP1 accumulation, HTRF TR-FRET ratio. 120,000 tested, under 10 active. inhibition (IP1 accumulation), % at 46.1 µM. P97697. AID 901; active = well fitted curve in the direction sought with a large enough effect in the signal ratio, not every such curve was filed as active; inconclusive = small, poorly fitted or top-dose-only effect, or a change in a side signal; inactive = no such curve, though single readings can be large or run the other way; the % refers to the signal ratio;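 note: cells stimulated with carbachol in lithium chloride buffer; plate controls were DMSO basal wells for no effect and reference inhibitor wells for full effect; higher means more IMPase inhibition seen as more IP1 and lower FRET ratio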
Target sequence (P97697 whole entry, looked up): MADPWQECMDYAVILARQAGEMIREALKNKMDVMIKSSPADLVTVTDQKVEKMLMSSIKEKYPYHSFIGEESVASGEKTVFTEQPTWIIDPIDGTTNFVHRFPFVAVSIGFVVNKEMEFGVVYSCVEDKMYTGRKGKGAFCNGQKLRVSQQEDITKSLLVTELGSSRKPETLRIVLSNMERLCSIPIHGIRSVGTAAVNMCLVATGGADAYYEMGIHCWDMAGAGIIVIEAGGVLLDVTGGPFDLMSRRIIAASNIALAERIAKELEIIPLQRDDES
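CHO-M1 cells (CHO stably expressing M1 receptor), compound up to 46 uM final, stimulated with carbachol (50 uM as added) in buffer with 50mM LiCl, pH 7.4, 30 min at 37C. Cytosolic IP1 read by TR-FRET; AC50 from Hill fits.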
12-hLO inh: 12-hLO (ALOX12) enzyme inhibition. Potency, µM (series often up to 57.1 µM), for the others: top-dose activity change, negative = inhibition, actives largely listed as inhibitors. 150,000 compounds, 0.12% hits. purified 12-hLO, xylenol orange hydroperoxide absorbance. AID 1452. P18054; note: potency is the fitted concentration of half-maximal effect; nearly all actives have a fitted effect of over 55% in size; many of its hits are not listed in these tables
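Hydroperoxide output read as Fe(III)-xylenol orange absorbance, 573-to-405 nm ratio, after 30 min reaction with 40 uM arachidonic acid. Enzyme: 150 nM purified human 12hLO, 15 min compound preincubation; 25 mM Hepes pH 7.0, room temperature.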
ALOX15B inhib: blocks human 15-lipoxygenase 2 activity | Potency, µM (titrated, usually from 57.1 µM), inactives show top-dose activity change, negative = inhibition, most hits filed as inhibitors | purified 15hLO-2, xylenol orange hydroperoxide absorbance | O15296 | 110,000 compounds, 0.56% hits; note: potency is the fitted concentration of half-maximal effect; nearly all actives have a fitted effect of over 60% in size; many of its hits are not listed in these tables
Target sequence (O15296 whole entry, looked up): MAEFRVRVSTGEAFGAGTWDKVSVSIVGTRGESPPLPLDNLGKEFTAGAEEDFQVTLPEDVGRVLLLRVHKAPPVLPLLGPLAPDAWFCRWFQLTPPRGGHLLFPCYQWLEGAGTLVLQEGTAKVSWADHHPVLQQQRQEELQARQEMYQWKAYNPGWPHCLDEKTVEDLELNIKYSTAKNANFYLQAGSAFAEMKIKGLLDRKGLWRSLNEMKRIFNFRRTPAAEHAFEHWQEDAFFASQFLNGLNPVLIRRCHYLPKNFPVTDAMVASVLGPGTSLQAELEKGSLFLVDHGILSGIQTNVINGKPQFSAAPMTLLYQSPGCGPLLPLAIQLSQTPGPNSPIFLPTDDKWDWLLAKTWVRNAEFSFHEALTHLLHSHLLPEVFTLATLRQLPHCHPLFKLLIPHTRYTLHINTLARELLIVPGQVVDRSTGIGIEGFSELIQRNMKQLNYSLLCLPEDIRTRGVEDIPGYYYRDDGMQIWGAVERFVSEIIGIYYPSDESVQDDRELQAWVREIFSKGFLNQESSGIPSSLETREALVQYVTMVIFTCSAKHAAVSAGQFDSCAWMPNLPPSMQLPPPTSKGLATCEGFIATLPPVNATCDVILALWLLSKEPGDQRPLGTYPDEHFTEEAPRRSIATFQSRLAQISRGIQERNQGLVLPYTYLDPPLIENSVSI
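Purified human 15hLO-2 (50 nM final) preincubated with compounds 15 min at room temperature in 25 mM Hepes pH 7.5, 0.01% Triton X-100, then 45 uM arachidonic acid added for 90 min; hydroperoxide detected via ferrous/xylenol orange, 573/405 nm absorbance ratio.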
* marks the source's active call; other numbers are inactive results; ? = inconclusive; . = no result given; [ ] = another dose, or the depositor's remark. Unless noted, calls come from the whole dose curve; as a rule, active = well fitted curve in the direction sought with a large enough effect; inconclusive = small, poorly fitted or top-dose-only effect, or another doubt; inactive = no such curve, though single readings can be large; an effect the other way counts as inactive or inconclusive. Unless noted, % is set by controls: 0 for no effect and ±100 for the full control effect. Not all compounds are listed. The share of hits here may be higher or lower than overall.

Sequence of screens: PNC assembly inh | IMPase inh | 12-hLO inh | ALOX15B inhib
> Cc1cccc(COc2ccccc2/C=N/Nc2ccc([N+](=O)[O-])cc2)c1
→ 10 | 3 | -6% | ?
> CCc1c(C(=O)Nc2ccc(OC)cc2)[nH]c(C)c1C(C)=O
→ 28 | -14 | -2% | -10%
> COc1ccc(/C=C/C(=O)NC(C)(C)C)cc1S(=O)(=O)N1CCOCC1
→ 33 | 5 | 3% | .
> CC(OC(=O)CNS(=O)(=O)/C=C/c1ccccc1)C(=O)Nc1ccc(S(=O)(=O)N2CCCC2)cc1 (stereo not drawn)
→ 64 | . | -1% | .
> COc1cc2c(cc1OC)-c1cc3nc4ccccc4nc3n1C(C)(C)C2
→ . | -7 | -22% | 25µM*
> S=C(NCc1ccncc1)Nc1ccc(Cl)cc1
→ 100 | . | 3% | .
> COc1ccc2c(c1)C1=NN(/C(C)=C\C(C)=O)C(c3ccccc3)C1CC2 (stereo not drawn)
→ ? | 17 | -4% | .
> Cc1cc2c(=O)n(Cc3ccco3)c(SCC(=O)NCc3ccco3)nc2s1
→ -2 | -5 | -6% | -9%
> CC1Cc2ccccc2N1C(=O)C1CCCN(S(=O)(=O)c2cccc3cccnc23)C1 (stereo not drawn)
→ -8 | 2 | 0% | -6%
> Cc1nnc(SCC(=O)Nc2ncc(S(=O)(=O)c3ccc([N+](=O)[O-])cc3)s2)s1
→ ? | -8 | 2% | .
> COc1cc2c(cc1OC)C(c1ccccc1O)N(C1CC(=O)N(c3ccccc3)C1=O)CC2 (stereo not drawn)
→ ? | -16 | -7% | ?
> COc1cccc(C2CC(c3cccs3)=NN2C(=O)CSc2nc3ccccc3o2)c1OC (stereo not drawn)
→ ? | 1 | 2% | .
> N#CCC(=O)N/N=C/c1ccc(OS(=O)(=O)c2ccccc2)cc1
→ 0 | 20[1.84 µM] | -2% | 3%[11.4 µM]
> COc1ccc(-c2cnnn2-c2ccc(NC(=O)/C=C/c3ccc(OC)c(OC)c3)cc2)cc1
→ 49 | -3 | -3% | .
> O=C(CSc1ccccc1)Nc1nc2ccccc2[nH]1
→ 5 | -6 | 1% | .
> CCCCCn1c(CN2CCN(c3cccc(Cl)c3)CC2)nc2c1c(=O)[nH]c(=O)n2C
→ 36 | -5 | -11% | -5%
> COC(=O)C1=C(O)/C(=C\c2ccc(CNC(=O)C(=O)Nc3ccc(C)c(C)c3)o2)N=C1C
→ 13 | 2 | -7% | -10%
> CN(C)S(=O)(=O)c1ccc(C(=O)NCc2nnc(SCC(=O)Nc3ccc(F)cc3)n2-c2ccc(F)cc2)cc1
→ 37 | . | 0% | .
> O=C(O)CCCCCNC(=O)c1ccccc1Br
→ -6 | -4 | 7% | 4%
> CCCC[C@H]1C[C@@H]1[C@@H]1N(P(=O)(c2ccccc2)c2ccccc2)[C@](CO)(c2ccccc2)CC12CC2
→ . | . | -12% | 26%
> COc1cc2c3cc1Oc1c(OC)c(OC)cc4c1[C@@H](Cc1ccc(O)c(c1)Oc1ccc(cc1)C[C@@H]3N(C)CC2)CN(C)C4
→ . | . | -7%[11.4 µM] | 3%[11.4 µM]
> O=C(Cn1cnc2ccc(Br)cc2c1=O)c1cccs1
→ -10 | -2 | -4% | -7%
> O=C(Cn1cnc2ccccc2c1=O)c1cccs1
→ ? | 1 | -1% | 2%
> c1ccc(SCc2nc3ccccc3[nH]2)cc1
→ 12 | -5 | 0% | 6%
> O=C(NC1CCCc2ccccc21)c1cccnc1 (stereo not drawn)
→ -24 | -1 | 1% | -7%
> COc1ccc(/C=C/C(=O)NC(=S)NNC(=O)Cc2cccs2)cc1
→ 22 | -7 | -7% | 16%
> Cc1ccc(-c2nc(S(=O)(=O)c3ccc(F)cc3)c(SCC(=O)NCC3CCCO3)o2)cc1 (stereo not drawn)
→ 23 | -3 | 12% | .
> COCCn1c(=NC(=O)c2cc3ccccc3oc2=O)sc2cc(S(N)(=O)=O)ccc21
→ ? | . | -1% | .
> COc1cccc(C=Nc2ccc(C)c(F)c2)c1O
→ 30 | . | -1% | .
> O=C(c1ccc(Cl)cc1)c1cnc(-c2ccccc2)s1
→ 60 | -6 | 5% | -5%
> CCOC(=O)CCc1c(C)nc(SCC(=O)O)c(C#N)c1C
→ -14 | -3 | -5% | -28%
> O=C(CCn1c(=O)sc2ccccc21)NCc1ccccc1
→ ? | 0 | 1% | 0%
> COc1ccc(NC(=O)/C(=C\c2ccc3c(c2)OCO3)NC(C)=O)cc1
→ 16 | -5 | -2% | .
> O=C(Nc1cccc(S(=O)(=O)C(F)F)c1)c1ccc(S(=O)(=O)N2CCOCC2)cc1
→ -28 | 13 | 7% | -1%
> O=[N+]([O-])c1cc(C(F)(F)F)ccc1Oc1cccnc1[N+](=O)[O-]
→ 69 | . | 3% | .
> Cc1nc2ccc(NC(=O)c3ccc(S(=O)(=O)N(C)c4ccccc4)cc3)cc2s1
→ ? | . | -1% | .
> CCOc1ccc(/C=N/N(C)c2ccccc2)cc1OC
→ 9 | 11 | ? | -7%
> COc1ccc(/C=C(/NC(=O)c2ccccc2)C(=O)NC2CCS(=O)(=O)C2)cc1 (stereo not drawn)
→ -7 | . | 0% | .
> COc1ccc(CCNC(=O)C/C(C)=N/NC(=O)C23CC4CC(CC(C4)C2)C3)cc1OC
→ ? | . | 0% | .
> COc1ccc(CCNC(=O)c2cnn(-c3ccc(C)c(C)c3)c2NC(=O)c2ccco2)cc1OC
→ -11 | -19 | 0% | -8%
> O=C(CCl)NC(=O)NC12CC3CC(CC(C3)C1)C2
→ 29 | . | 0% | .
> Cc1ccc(C)c2[nH]c(=O)c(CN(CC3CCCO3)C(=O)NC3CCCCC3)cc12 (stereo not drawn)
→ 2 | -7 | 3% | 20%
> NC(=S)n1[nH]c(-c2ccc([N+](=O)[O-])cc2)c(N=Nc2ccc(O)cc2)c1=O
→ 0 | -5 | -9% | -23%
> O=C(COC(=O)c1cncc(Br)c1)NC1CC1
→ -20 | -1 | 3% | 3%
> CC1(C)CC(=O)C(C=NCCCn2ccnc2)=C(O)C1
→ ? | 8 | 0% | 6%

Sorted by count of non-hydrogen atoms (smallest number first): some entries from above
Sequence of screens: PNC assembly inh | IMPase inh | 12-hLO inh | ALOX15B inhib
> COc1ccc(/C=C/C(=O)NC(C)(C)C)cc1S(=O)(=O)N1CCOCC1
→ 33 | 5 | 3% | .
> Cc1nnc(SCC(=O)Nc2ncc(S(=O)(=O)c3ccc([N+](=O)[O-])cc3)s2)s1
→ ? | -8 | 2% | .
> Cc1nc2ccc(NC(=O)c3ccc(S(=O)(=O)N(C)c4ccccc4)cc3)cc2s1
→ ? | . | -1% | .

(further entries)
Sequence of screens: PNC assembly inh | IMPase inh | 12-hLO inh | ALOX15B inhib
> C/C(=N/NC(=O)C1COc2ccccc2O1)c1ccco1 (stereo not drawn)
→ -25 | -2 | 5% | .
> Cc1ccc(-c2ccc(SCC(=O)c3ccccc3)nn2)cc1
→ 32 | 4 | 0% | .
> CC1CN(CCC(=O)Nc2ccc3c(c2)CCC3)CC(C)O1 (stereo not drawn)
→ 26 | 6 | -2% | 11%
> CC1(C)C2([N+](=O)[O-])CN3CC1([N+](=O)[O-])CN(C2)C3c1ccccc1 (stereo not drawn)
→ 13 | -1 | -1% | -6%
> Cc1scc(C(=O)NNC(=S)NCC2CCCO2)c1C (stereo not drawn)
→ ? | 2 | 1% | -3%
> CCCCOC(=O)c1ccc(NC(=O)Nc2ccc(OC)c(OC)c2)cc1
→ 10 | 4 | -1% | 2%
> Cc1ccc(C)c(NS(=O)(=O)c2cc(C(=O)NCc3ccccn3)ccc2Cl)c1
→ -14 | 0 | -2% | -5%
> Cc1cc(C(=O)NCCc2ccccc2)ccc1[N+](=O)[O-]
→ 21 | -4[1.84 µM] | -1% | 3%[11.4 µM]
> Cc1ccccc1NC(=O)CN1C(=O)NC(C)(c2ccc3c(c2)OCO3)C1=O (stereo not drawn)
→ 2 | 1 | 1% | -5%
> CCC(C(=O)NC1CCCC1)N(C(=O)c1snc(C(N)=O)c1N)c1ccc2c(c1)OCCO2 (stereo not drawn)
→ 32 | 2 | -3% | -1%
> COc1cc2c(=O)nc3n(c2cc1OC)C(c1ccccc1)N=C(N)N3 (stereo not drawn)
→ -16 | 4 | -3% | -4%
> CC(C)CN(C)c1nc(N)c(C(=O)N=C(N)N)nc1Cl
→ . | 11 | 5% | 35%[activator]
> COP(=O)(OC)c1nc(-c2cccc3ccccc23)oc1N1CCOCC1
→ 7 | . | 2% | .
> C=CCNC(=O)c1c(N)n(-c2ccc3c(c2)OCO3)c2nc3ccccc3nc12
→ 24 | 1 | -8% | -19%
> O=c1c2[nH]c3ccccc3c2ncn1Cc1ccccn1
→ -13 | 1 | 3% | -4%
> COc1ccc(-c2cc(Nc3ccccc3NC(=O)C(F)(F)F)n(CCC#N)n2)cc1
→ 8 | 6 | -2% | .
> COc1ccc(CCNC(=O)c2ccc(N3CCCC3=O)cc2)cc1OC
→ ? | -1 | 2% | 3%
> COC(=O)Cn1c(CCS(=O)(=O)c2ccc(Cl)cc2)nc2ccccc21
→ ? | -2 | -1% | -2%
> Cc1ccc(C(=O)/C=C/c2cn(CN3CCN(C)CC3)c3ccccc23)cc1
→ 12 | 4 | -29% | -16%
> COc1cc(C(=O)N2CCN(C/C=C/c3ccccc3)CC2)cc(OC)c1OC
→ ? | 6 | 28% | .
> CSCCC(NS(=O)(=O)c1ccc(Cl)cc1)C(=O)OCC(=O)NC1CCCCC1 (stereo not drawn)
→ 1 | 2 | -1% | -7%
> COc1ccccc1N1CCN(C(=O)C(C)N(c2ccccc2)S(C)(=O)=O)CC1 (stereo not drawn)
→ ? | 4 | 7% | -1%
> CCNC(=O)COc1cccc2ccccc12
→ -12 | -4 | -1% | 1%
> Cc1ccc(SCCC(=O)Nc2c(C)n(C)n(-c3ccccc3)c2=O)cc1
→ ? | -2 | 8% | 1%
> COc1ccc(O)cc1
→ . | . | 0% | -17%
> CCc1nc2ccccc2c(C(=O)OCC(=O)NCc2ccc3c(c2)OCO3)c1C
→ 3 | . | -3% | .
> C#Cc1ccc(C(=O)Nc2cc(C(N)=O)ccc2N2CCOCC2)cc1
→ 34 | -13 | 2% | -19%
> COc1ccc(N(CN2C(=O)c3ccccc3C2=O)C(=O)C(C)C)cc1
→ ? | 4 | 1% | -2%
> Cc1nccn1-c1c2c(c(C#N)c3nc4ccccc4n13)CCC2
→ ? | -10 | -3% | 0%
> O=C(CSc1nnnn1-c1ccccc1)Nc1ncc(Cc2cccc(Cl)c2Cl)s1
→ 4 | . | -1% | .
> Cc1cc(C)cc(OCc2ccc(C(=O)O)o2)c1
→ ? | -1 | 2% | 0%
> O=C(NC1CCCCCCC1)NC1CCCCC1
→ 135 | 7 | -1% | -24%
> Cc1cc(C)nc(SC2CCCCC2NS(=O)(=O)c2ccc(Cl)cc2)n1 (stereo not drawn)
→ -107* | . | -1% | .
> CCN(CC)c1nc2ccccc2n2cnnc12
→ -28 | -12 | -2% | 2%
> CCOC(=O)C1C(=O)NC(c2ccccc2)=NC1c1ccc(F)cc1 (stereo not drawn)
→ 89 | -5 | 4% | .
> Cc1ccc(Nc2nc(CSc3nnnn3-c3ccccc3)cc(=O)[nH]2)cc1
→ ? | 17 | -16% | ?
> Cc1ccc(NC(=O)c2ccc3c(c2)OCCO3)cc1
→ ? | 2 | -5% | -14%
> N=C1c2ccccc2CN1NC(=O)c1cccc(S(=O)(=O)N2CCCCC2)c1
→ 7 | . | 3% | .
> CC(=O)c1sc2nc(-c3cccs3)ccc2c1N
→ 35 | -30 | -23% | ?
> O=C(O)CSc1nc2c(c(=O)[nH]1)CCCC2
→ 17 | 0 | -4% | 2%
> Cc1cc(C)c(N2C(=NC(=O)CCCC(=O)O)SC3CS(=O)(=O)CC32)c(C)c1 (stereo not drawn)
→ ? | -9 | 2% | -9%
> Cc1cn(C2CCC(CO)O2)c(=O)[nH]c1=O (stereo not drawn)
→ . | . | 2% | -6%
